Source: PubChem
RXFP1 ag = activates the human relaxin receptor RXFP1; HEK293T-RXFP1 cAMP TR-FRET, 30 min; response scale: percent of porcine relaxin response, buffer zero; Potency, µM (series often up to 57.5 µM), without a hit: top-dose activation, usual class: activators; 370,000 compounds, 0.3% hits; AID 2676; also: potency is read from the fitted curve at half-maximal effect; % is scaled to controls: 0 for no effect and ±100 for the full control effect; nearly all actives have a fitted effect of over 60% in size; many of its hits are not listed in these tables
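cAMP rise read by TR-FRET after 30 min, 37C compound exposure (up to 58 uM) in RXFP1-transfected HEK293 cells with Ro 20174 present. EC50 from Hill-equation fits, with 29 nM porcine relaxin as 100% and buffer as basal.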
Apoferritin bind = binds horse apoferritin like a general anesthetic. P02791. apoferritin/1-aminoanthracene competitive binding, fluorescence. Potency, µM (highest dose often 77.5 µM), inactives show at the highest dose activity change, negative = displacement, actives largely listed as inhibitors. 350,000 compounds, 0.074% hits. AID 485281; also: potency is read from the fitted curve at half-maximal effect; % is scaled to controls: 0 for no effect and ±100 for the full control effect; nearly all actives have a fitted effect of over 20% in size
Target sequence (P02791 2-175 limits assumed): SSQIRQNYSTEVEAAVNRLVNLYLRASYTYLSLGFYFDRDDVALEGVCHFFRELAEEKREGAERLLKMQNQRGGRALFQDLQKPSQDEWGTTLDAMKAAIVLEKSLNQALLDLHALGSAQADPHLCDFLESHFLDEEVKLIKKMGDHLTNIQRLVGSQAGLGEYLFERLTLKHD
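Probe: 1-aminoanthracene (50% saturated, PBS). Protein: horse-spleen apoferritin, 10 uM. Incubation: 10 min, room temperature. Detection: 380 nm excitation, 535 nm emission. Analysis: normalized response, four-parameter Hill.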
D2 potentiator = positive allosteric modulators of human D2 dopamine receptor | P14416 | HEK293 T-REx D2, calcium flux, EC20 dopamine potentiation | potentiation, % at 10 µM | 340,000 compounds, 0.34% hits | AID 485347;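 active = potentiation over 3 SD above the plate norm, cut at about 30% in these data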; also: 0% is about no effect
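Tetracycline-induced HEK293 T-REx cells force-coupled to calcium signalling expressed D2; compounds were pin-added after a 10 s baseline, read kinetically 180 s, then an EC20 dopamine challenge followed with a further 180 s calcium read.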
D1 ag = agonists of human D1 dopamine receptor | 360,000 compounds, 1% hits | AID 504660 | activation, % at 2 µM | P21728 | HEK293 T-REx D1 cells, calcium flux, agonist mode; in the data active = activation above about 30%; also: 0% is about no effect
Target sequence (P21728 whole entry, looked up): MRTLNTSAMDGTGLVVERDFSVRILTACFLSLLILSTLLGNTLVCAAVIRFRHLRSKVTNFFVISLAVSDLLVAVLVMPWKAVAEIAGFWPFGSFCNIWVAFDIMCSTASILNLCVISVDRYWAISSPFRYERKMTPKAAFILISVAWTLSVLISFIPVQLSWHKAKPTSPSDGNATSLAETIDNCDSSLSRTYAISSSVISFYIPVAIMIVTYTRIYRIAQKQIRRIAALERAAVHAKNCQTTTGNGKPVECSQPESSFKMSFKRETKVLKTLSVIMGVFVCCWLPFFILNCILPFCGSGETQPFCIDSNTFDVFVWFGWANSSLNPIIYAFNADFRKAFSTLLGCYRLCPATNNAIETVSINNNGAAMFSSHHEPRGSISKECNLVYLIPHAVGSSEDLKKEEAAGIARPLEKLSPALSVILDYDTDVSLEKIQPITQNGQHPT
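Tetracycline-induced HEK293 TREx D1 cells, force-coupled to calcium signalling, were dye-loaded with a no-wash calcium kit. Compound was pin-added after a 10 s baseline. Fluorescence was read kinetically at 1 cycle/s for 180 s, with calcium rises flagged as agonism.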
D1 PAM = enhances dopamine response at the human D1 receptor. P21728. HEK293 TREx D1 cells, calcium flux, dopamine EC20 potentiation. potentiation, % at 10 µM. 360,000 compounds, 0.036% hits; in the data active = potentiation above about 30%; also: 0% is about no effect
RXFP1 antagonist = antagonists of human relaxin receptor RXFP1 | Q9HBX9 | HEK293-RXFP1, relaxin-stimulated cAMP HTRF, 30 min; active compounds read low | activity change, negative = inhibition, % at 57.5 µM | 350,000 compounds, 0.59% hits | AID 1259400;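 active = activity change of -60% or lower, but not beyond a set lower limit; inconclusive = change between -60% and -40%, or beyond the set limit; inactive = change above -40%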; also: % is scaled to controls: 0 for no effect and ±100 for the full control effect
D1 antag = antagonists of human D1 dopamine receptor; HEK293 TREx D1 cells, calcium flux, dopamine EC80; active compounds read low; activity change, negative = inhibition, % at 10 µM; 360,000 compounds, 3.2% hits; AID 504652; in the data active = activity change below about -30%; also: % is scaled to controls: 0 for no effect and ±100 for the full control effect
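Antagonism measured as reduced calcium response to an EC80 dopamine addition following 180 s compound pre-read; cells were inducible HEK293 Trex D1 plated overnight at 30 C, read kinetically at 1 cycle/sec.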
TRHR PAM = allosterically enhances the human TRH receptor | TRHR cells, fluo-8 calcium fluorescence, EC20 TRH enhancement | enhancement, % at 2 µM | 360,000 compounds, 0.66% hits | AID 493056; in the data active = enhancement above about 30%; also: 0% is about no effect
Target sequence (P34981 whole entry, looked up): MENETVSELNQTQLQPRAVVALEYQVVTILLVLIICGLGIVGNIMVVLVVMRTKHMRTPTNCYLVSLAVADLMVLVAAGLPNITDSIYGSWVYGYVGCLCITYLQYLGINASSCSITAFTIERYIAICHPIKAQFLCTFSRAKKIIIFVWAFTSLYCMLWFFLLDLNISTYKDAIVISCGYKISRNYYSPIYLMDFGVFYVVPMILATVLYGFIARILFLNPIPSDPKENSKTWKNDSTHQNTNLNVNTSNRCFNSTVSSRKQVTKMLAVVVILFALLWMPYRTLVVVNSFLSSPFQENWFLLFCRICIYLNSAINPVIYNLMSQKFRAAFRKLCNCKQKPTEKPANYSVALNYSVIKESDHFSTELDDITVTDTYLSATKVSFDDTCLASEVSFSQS
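Enhancer read-out: after compound pinning and an initial kinetic agonist-mode read, an EC20 of TRH (10 nM final) was injected and fluo-8 calcium signal (Ex 480/Em 530) followed at 1 s/cycle for 100 cycles in TRHR-expressing cells.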
TRHR ag = TRH receptor (human) agonism. TRHR cells, calcium flux fluo-8, FDSS agonist mode. 360,000 compounds, 0.18% hits. activation, % at 2 µM; in the data active = activation above about 30%; also: 0% is about no effect
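TRHR-expressing cells, plated overnight in medium with 10% serum, were loaded with fluo-8 calcium dye at room temperature. After a 10 s baseline, library compound was pin-added and calcium release was recorded kinetically (ex 480/em 530) as agonist response.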
* marks the source's active call; other numbers are inactive results; ? = inconclusive; / = no result given; & = joins results of further samples. Unless noted, calls follow the shape of the dose curve; as a rule, active = well fitted curve in the direction sought with a large enough effect; inconclusive = small, poorly fitted or top-dose-only effect, or another doubt; inactive = no such curve, though single readings can be large; an effect the other way counts as inactive or inconclusive. An excerpt; count on the stated rates, not on these rows.

Every second line gives: RXFP1 ag	Apoferritin bind	D2 potentiator	D1 ag	D1 PAM	RXFP1 antagonist	D1 antag	TRHR PAM	TRHR ag
COC(=O)c1ccc(Nc2ncnc3c2cnn3C)cc1
→ 18%	2%	-6	-4	2	12	13	2	-0.1
O=C(Nc1ccccc1)c1sccc1Oc1ccc([N+](=O)[O-])cc1F
→ -3.8%	-15%	2	4	-3	-11	0	-5	1.4
CCOc1ccc(C(O)Cn2c(=N)n(CCN3CCCCC3)c3ccccc32)cc1 (stereo unspecified)
→ -3.9%	-16%	-1	1	-5	3	4	-1	0.4
CCCCCC(=O)NC(Cc1ccc(OC)c([N+](=O)[O-])c1)C(=O)O (stereo unspecified)
→ 0.9%	-5%	10	1	-4	-6	-12	-4	2.3
CCC(C)NC(=O)Cn1c(=O)n(Cc2ccc(C(=O)NCc3ccc(C)cc3)cc2)c(=O)c2ccccc21 (stereo unspecified)
→ 4.8%	-2%	-1	8	-2	/	4	-1	0.4
CCCCCOP(=O)(OCCCCC)C1(NS(=O)(=O)c2ccccc2)C=CC(=O)c2ccccc21 (stereo unspecified)
→ 0.7%	?	5	1	-4	-8	32	5	-0.4
COc1ccccc1N(C(=O)c1snc(C(N)=O)c1N)C(C(=O)NCc1ccccc1)c1ccc(O)cc1 (stereo unspecified)
→ 2.6%	3%	-1	7	9	6	11	2	0.0
CCSc1nc2nn(-c3ccccc3)c(=O)c-2c2n1CCCCC2
→ -3.7%	-12%	3	1	4	-3	17	-4	-0.3
Cc1ccsc1C(=O)NCc1ccccc1Cl
→ 1.5%	?	1	2	/	5	0	13	-1.3
COc1ccc(-c2cc(COc3ccccc3)on2)cc1
→ 1.4%	10%	-3	11	-2	-12	-7	-8	0.2
COc1ccc(-c2cnc3n2CCCCC3)cc1
→ -4.3%	-9%	-7	13	-6	-9	-26	-3	-0.5
CCN(CC1COc2ccccc2O1)S(=O)(=O)c1ccc(C)cc1 (stereo unspecified)
→ 0.1%	5%	-19	10	-4	13	-33*	-1	0.5
COc1ccccc1-c1nn(-c2ccccc2)cc1C(=O)NC1CC1
→ 1.6%	/	1	1	5	2	-27	1	-0.1
C=CCNC(=S)Nc1nc2c(cc1C(=O)OCC)COC(C)(C)C2
→ 1.3%	-6%	-3	0	-5	9	2	-12	0.5
CCN1CCN(c2nc(N)c([N+](=O)[O-])c(Nc3ccc(C)cc3)n2)CC1
→ -0.3%	-14%	-12	2	7	-4	6	-3	0.4
O=C(CN(Cc1ccco1)C(=O)CCC(=O)Nc1nccs1)NCc1ccccc1
→ -3.4%	-9%	5	-1	1	6	2	7	-0.1
CCOc1cccc(Nc2nn(-c3ccc(OC(F)(F)F)cc3)nc2C(C)=O)c1
→ 1.3%	1%	-7	0	-2	-5	5	0	-0.2
Cc1cccc(NC(=O)CCn2cnnn2)c1C
→ 1.4%	-8%	-3	0	-1	/	-2	-8	1.9
Cc1oc(-c2cccc(Cl)c2)nc1Cn1c(SCc2ccc(F)cc2)nc2cccnc21
→ 6.7%	-7%	3	7	2	5	11	8	0.7
C[N+](C)(CC#N)C/C=C\c1ccccc1
→ 0.8%	-9%	-5	2	5	7	-18	3	0.4

The list continues.
Every second line gives: RXFP1 ag	Apoferritin bind	D2 potentiator	D1 ag	D1 PAM	RXFP1 antagonist	D1 antag	TRHR PAM	TRHR ag
COC(=O)[C@H](Cc1ccccc1)NC(=O)O[C@@H]1C(=O)c2cc(Br)ccc2O[C@H]1c1cccc(OC)c1
→ 3.1%	-14%	1	0	-2	/	8	2	-0.2
COc1ccc(S(=O)(=O)Nc2cccc(Cl)c2)cc1OC
→ 0.7%	-10%	25	4	0	-1	-27	9	0.0
COC(CNC(=O)c1cn(C)c2ccc(S(=O)(=O)N(C)C3CCCCC3)cc2c1=O)OC
→ -0.2%	9%	-1	0	-3	9	2	1	0.3
NC(=O)C[n+]1cccc2ccccc21
→ -0.7%	6%	-8	45*	-5	1	-4	-7	12
CC(C)(CO)NC(=O)CCCOc1ccc(Cl)cc1Cl
→ -0.8%	0%	-7	4	-5	16	0	-7	0.6
CCCCN(C(=O)C1=NN(c2cc(C)ccc2C)C(=O)CC1)c1c(N)n(CCC)c(=O)[nH]c1=O
→ 1.0%	/	-5	0	-1	-1	-10	0	-0.8
COc1cc(/C(C)=N\NC(=O)CSc2nc3ccccc3n2C)ccc1O
→ 1.2%	-14%	0	1	-4	10	-8	7	-0.3
CC(=O)c1c(C)[nH]c(C(=O)CSc2nnc(-c3ccc(Cl)cc3)n2CC2CCCO2)c1C (stereo unspecified)
→ 2.4%	?	-7	0	-4	-2	-14	-7	-1.0
CC(Oc1ccc([N+](=O)[O-])cc1)C(=O)NCCCN1CCOCC1 (stereo unspecified)
→ 5.0%	-4%	1	1	3	-5	-4	0	-0.4
COc1ccc(NC(=O)NCCCCc2ccccc2)cc1OC
→ 0.3%	-7%	7	1	-6	16	12	0	-0.4
CC(C)(C)N(Cc1ccccc1)C(=O)COC(=O)CSc1ccc([N+](=O)[O-])cc1
→ -0.2%	/	-11	8	-5	-37	-17	13	-0.2
CN(C)c1ccc(/C=C2\N=C(C(C)(C)C)OC2=O)cc1
→ 0.4%	-11%	11	22	-4	-12	-25	2	9.3
Nc1cc(N)nc(SCC(=O)NCc2ccco2)n1
→ 0.3%	4%	-8	3	-5	8	15	-3	0.2
O=C(c1cnccn1)N1CCCC(N2CCN(c3cccc(Cl)c3)CC2)C1 (stereo unspecified)
→ 1.9%	-5%	-3	3	-2	-5	8	-2	-0.3
O=C(c1cc(COc2ccc(F)cc2Cl)on1)N1CCC(c2ccncc2)CC1
→ 1.0%	-23%	4	21	-8	-16	-20	-10	0.2
Cc1ccsc1/C=N/Nc1ncnc2nc[nH]c12
→ 9.0%	-10%	9	-1	-10	-1	-5	5	-0.4
CN(CC(=O)NC1CCN(Cc2ccccc2)CC1)S(=O)(=O)c1ccc(Cl)cc1
→ -2.5%	/	-24	5	-3	4	0	0	-0.1
CCOC(=O)CSc1nc2sc(C)c(C)c2c(=O)n1N
→ 2.4%	-8%	-8	2	-4	-13	6	2	0.3
Cc1cccc(-n2c(O)c(C=Nc3ccccc3)c3ccccc3c2=O)n1
→ 0.0%	-8%	5	-1	11	-4	2	-4	-0.2
COc1ccccc1-n1c(SCC(=O)N2CCCCC2)nc2cccnc21
→ 1.5%	-12%	16	2	-4	2	14	-1	-0.7

(continued)
Every second line gives: RXFP1 ag	Apoferritin bind	D2 potentiator	D1 ag	D1 PAM	RXFP1 antagonist	D1 antag	TRHR PAM	TRHR ag
COc1cc(/C=C2\SC(=O)N(CCNC(=O)c3cnc(C)cn3)C2=O)cc(OC)c1OC
→ 1.5%	-4%	11	3	4	3	7	3	-1.0
CCOc1ccccc1NC(=O)C(CC)Sc1nc2ccncc2[nH]1 (stereo unspecified)
→ -0.3%&-0.2%	-4%&-13%	2&12	2&-2	-6&-3	-10&-2	6&-4	1&-2	-0.4&-0.8
CCOc1ccc(Nc2nc(C)cc(C)c2C#N)cc1
→ 4.4%	7%	4	1	-4	5	3	6	-1.1
O=C1C(C=NCC2CCCO2)=C(O)c2ccccc21 (stereo unspecified)
→ 2.6%	-9%	-3	1	5	-2	-1	-3	-0.1
Cc1nc2sc(C(c3cccc(F)c3)N3CCC(C)CC3)c(O)n2n1 (stereo unspecified)
→ -0.2%	1%	-7	0	-2	1	-6	1	-0.1
COc1ccc(N2C(=O)CSC(c3ccccc3)C2=O)cc1 (stereo unspecified)
→ -3.2%	-19%	-4	1	-2	-13	0	-7	-0.4
CCSc1nnc(N)s1
→ 0.4%	-15%	5	3	3	19	0	-3	0.0
Cc1cc(C)n2nc(C)c(-c3ccc(Cl)cc3)c2n1
→ -1.3%	2%	16	1	-4	1	0	0	-0.2
COc1ccc(CNC(=O)CSc2nc3ccc(OC)cc3[nH]2)cc1
→ -0.5%	-10%	2	3	1	4	5	7	0.7
CC(C)Oc1ccc(CNC(=O)C2CCN(c3nc4ccccc4nc3C(F)(F)F)CC2)cc1
→ 13%	5%	-3	3	-1	/	-4	-2	0.0
Cc1ccccc1NC(=O)CSc1cn(CC(=O)N(C(C)C)C(C)C)c2ccccc12
→ -10%	-1%	-15	2	-5	-9	1	-13	-0.2
Cc1nnc(-c2ccccc2)nc1N(C)C
→ 3.9%	-8%	0	4	2	-3	-4	4	0.8
Cc1nc2ncccn2c1-c1csc(Nc2ccc(O)cc2)n1
→ 1.8%	-15%	-9	1	-7	-3	-2	13	-1.2
N#Cc1ccc(S(=O)(=O)NCC(=O)OCC(=O)NCCc2ccccc2)cc1
→ 0.1%	-4%	8	1	4	1	-3	-1	0.2
CC1Cc2ccccc2N1C(=O)COc1cccc(-n2cnnn2)c1 (stereo unspecified)
→ -0.4%	?	/	1	0	-3	-7	-4	0.0
CC1=CC2(C#N)C3(N=C(N)C2(C#N)C(c2ccccc2)N1)OCCO3 (stereo unspecified)
→ 0.7%	8%	5	1	-6	0	6	-2	-0.1
Cc1ccccc1NC(=O)CSc1nnc(-c2ccoc2C)n1CCc1ccccc1
→ 1.5%	?	5	3	3	-3	7	-11	1.5
CC(C(=O)OCC(=O)Nc1ccc(S(=O)(=O)N2CCCCC2)cc1)N1C(=O)c2ccccc2C1=O (stereo unspecified)
→ 0.1%	?	-1	2	-2	14	-9	-5	0.1
O=C(NC1=NCCS1)c1ccc(OCC2CCCO2)cc1 (stereo unspecified)
→ 0.7%	-16%	2	4	1	4	16	2	0.4
O=C(Cn1nc(C(=O)O)c2ccccc2c1=O)c1cc(F)ccc1F
→ 4.2%	-6%	4	7	-3	2	-1	-7	0.2
CN1CCN(CCCNC(=O)c2ccc(CS(=O)(=O)c3ccc(Br)cc3)o2)CC1
→ 1.2%	-3%	7	2	-5	-5	-22	4	0.4
O=C(CCc1nnc(-c2ccccc2)o1)c1ccc(Cl)cc1
→ -0.7%	-5%	-3	4	-12	-21	-12	-2	-0.6

Of the compounds above, two contain a tert-butyl group.
Every second line gives: RXFP1 ag	Apoferritin bind	D2 potentiator	D1 ag	D1 PAM	RXFP1 antagonist	D1 antag	TRHR PAM	TRHR ag
CC(C)(C)N(Cc1ccccc1)C(=O)COC(=O)CSc1ccc([N+](=O)[O-])cc1
→ -0.2%	/	-11	8	-5	-37	-17	13	-0.2
CN(C)c1ccc(/C=C2\N=C(C(C)(C)C)OC2=O)cc1
→ 0.4%	-11%	11	22	-4	-12	-25	2	9.3
